Screening results: PubChem BioAssay, Broad Institute
EWS-Fli block: EWS/Fli-driven NR0B1 reporter inhibitors, primary screen, A673 cells, NR0B1 luciferase, luminescence, MLPCN library | viability-normalised | 350,000 compounds, 0.67% hits | AID 651661, 2012 | inhibition, % at 12.6 µM;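 active = mean inhibition of at least 50% after viability correction, with every replicate also passing that limit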;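 note: firefly luciferase signal divided by Alamar Blue viability fluorescence both relative to DMSO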
RAD54 branch: inhibitors of human RAD54 branch migration, primary screen, biochemical, fluorescence, single point. DNA repair and recombination protein RAD54-like (Homo sapiens), Q92698. 360,000 compounds, 0.14% hits. RAD54 Holliday junction branch migration, FAM/BHQ fluorescence. AID 602329, 2012. inhibition, % at 10.4 µM;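 active = mean normalized replicate activity at least 40 and at least half of replicates scoring 40 or more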;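 note: 0% = median of neutral control wells and 100% = median of positive control wells; inhibitors cause a drop in the FAM fluorescence signal; in these data hits start at about 50%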
esBAF inh: Bmi1 luciferase reporter increase in mESCs, primary screen, esBAF inhibitor project, mouse ES cells, Bmi1 luciferase knock-in, single point | AID 602393, 2012 | reporter increase, % at 12.5 µM | 350,000 compounds, 2% hits | 24 h; 100% = twice the neutral-well signal; in the data active = activation above about 40%;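 note: 0% = median of the plate's neutral control wells and 100% = double that signal; a rise in the Bmi1 reporter signal indicates esBAF inhibition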
S100A4 MyoIIA: inhibitors of S100A4-myosin IIA peptide binding, primary screen, biochemical, fluorescence polarization, TAMRA-MyoIIA peptide; inhibition, % at 10.7 µM; 360,000 compounds, 0.14% hits; AID 652163, 2013;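 active = mean inhibition of at least 70% across replicates, with every replicate also reaching that level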
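assay system = human S100A4 monomer with TAMRA-labelled myosin IIA peptide | also added = labelled myosin peptide probe, 5 nM | incubation = 5 min between mix addition and reading | control set = DMSO and TFP controls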
E-sel inducer: E-selectin induction in HUVECs, primary screen, imaging, HUVEC, immunofluorescence imaging, single point; P16581; normalized: neutral wells 0, TNF-alpha wells 100; activation, % at 7.58 µM; 260,000 compounds, 0.37% hits;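 active = mean E-selectin-positive cell signal at least 10% of the positive control, reached in at least 60% of replicates, without over 20% cell loss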;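 note: in these data hits start at about 27%; measured in HUVEC primary endothelial cells; signal is the percent of cells scored E-selectin positive by PE staining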
Target sequence (P16581 whole entry, looked up): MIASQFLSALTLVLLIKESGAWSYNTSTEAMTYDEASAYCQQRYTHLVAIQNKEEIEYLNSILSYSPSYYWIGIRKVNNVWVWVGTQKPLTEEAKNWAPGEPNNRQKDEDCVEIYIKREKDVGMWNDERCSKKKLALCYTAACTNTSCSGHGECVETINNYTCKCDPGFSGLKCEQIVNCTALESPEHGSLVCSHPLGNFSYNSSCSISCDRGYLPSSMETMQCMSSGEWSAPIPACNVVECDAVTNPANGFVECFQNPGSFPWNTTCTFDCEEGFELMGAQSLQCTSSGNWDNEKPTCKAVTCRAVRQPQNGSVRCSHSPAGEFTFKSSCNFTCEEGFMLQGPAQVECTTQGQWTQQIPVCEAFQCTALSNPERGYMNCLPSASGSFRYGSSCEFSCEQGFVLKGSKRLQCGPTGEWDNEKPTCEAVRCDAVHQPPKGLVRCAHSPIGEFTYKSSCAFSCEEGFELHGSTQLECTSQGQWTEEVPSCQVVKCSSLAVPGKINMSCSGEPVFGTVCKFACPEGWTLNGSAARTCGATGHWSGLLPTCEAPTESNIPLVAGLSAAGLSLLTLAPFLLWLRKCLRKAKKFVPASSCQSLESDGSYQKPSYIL
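material = human umbilical vein endothelial cells (HUVEC), E-selectin induction | quantity = 3,000 cells/well | medium = EGM-2 growth medium on 0.1% gelatin-coated wells | technique = immunofluorescence imaging | read-out basis = % PE-positive cells | control set = TNF-alpha positive control, DMSO neutral control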
FN deposit inh: inhibitors of fibronectin matrix deposition, primary screen, AH1F cells, Alexa488-fibronectin fluorescence, plate reader. AH1F fibroblasts, overnight. inhibition, % at 12.6 µM. 350,000 compounds, 0.086% hits. AID 743247, 2014;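 active = mean inhibition across replicates of 30% or more, regardless of how many single replicates reach that level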;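 note: positive control wells lacked labelled fibronectin entirely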
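test system = AH1F fibroblasts assembling fluorescent fibronectin matrix | quantity = 10000 AH1F cells per well | buffer or medium = DMEM plus 2% serum, read in PBS | doses = single dose, pinned | incubation = 1 h cell attachment, overnight exposure to compound and label | detection = fluorescence at 485 nm excitation, 525 nm emission | read-out basis = inhibition from reduced deposited-fibronectin fluorescence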
RAD52 anneal inh: RAD52 DNA annealing inhibitors, primary screen, biochemical, FRET, single point, set 2; 360,000 compounds, 0.46% hits; recombinant RAD52 DNA annealing, FRET fluorescence; inhibition, % at 18.7 µM;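 active = every replicate showing at least 50% inhibition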
Target sequence (P43351 whole entry, looked up): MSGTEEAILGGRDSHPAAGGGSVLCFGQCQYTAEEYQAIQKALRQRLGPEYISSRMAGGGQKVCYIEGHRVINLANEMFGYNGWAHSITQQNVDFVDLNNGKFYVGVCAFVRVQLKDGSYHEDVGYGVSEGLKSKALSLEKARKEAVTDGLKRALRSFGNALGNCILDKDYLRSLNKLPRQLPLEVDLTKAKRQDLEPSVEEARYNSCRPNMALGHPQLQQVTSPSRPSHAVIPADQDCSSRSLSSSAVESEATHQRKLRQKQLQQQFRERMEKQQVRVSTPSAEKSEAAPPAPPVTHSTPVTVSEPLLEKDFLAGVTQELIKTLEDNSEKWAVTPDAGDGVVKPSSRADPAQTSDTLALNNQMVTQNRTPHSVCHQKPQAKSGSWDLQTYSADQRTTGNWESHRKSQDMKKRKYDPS
Xi reactivation: activators of inactive X chromosome reactivation, primary screen, imaging, XiGFP fibroblasts, GFP high-content imaging, set 2; XiGFP mouse fibroblasts, % GFP-positive cells imaging, 3 d; cells co-treated with 5-aza-dC sensitizer; scaled so ellipticine positive control = 100%; activation, % at 7.58 µM; 360,000 compounds, 0.055% hits; AID 743238, 2013;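 active = mean normalized replicate activation at least 10% and every replicate at or above 10%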;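 note: 0% = median of on-plate neutral control wells and 100% = ellipticine 6 µM median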
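Material: XiGFP fibroblasts, SV40-immortalized; Buffer or medium: DMEM containing 5-aza-dC; Compound dosing: single point; Times: 3 days compound exposure.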
The depositor's hits bear a star; . = not tested or not shown.

SMILES	EWS-Fli block	RAD54 branch	esBAF inh	S100A4 MyoIIA	E-sel inducer	FN deposit inh	RAD52 anneal inh	Xi reactivation
O=C(NC1CCCC1)C(c1ccncc1)N(C(=O)c1csnn1)c1ccccc1F (configuration not stated)	5	-6	1	1	.	7	-8	0.8
C[C@H](CO)N1C[C@H](C)[C@H](CN(C)CC2CCCCC2)OCCCC[C@H](C)Oc2ccc(NS(=O)(=O)c3ccccc3)cc2C1=O	7	10	-3	-10	-0.1	.	19	0.3
Fc1ccc(NC(=S)NCCc2ccccn2)cc1	-11	.	.	0	.	4	-8	0.4
CCN(C)C1CN(Cc2cn(Cc3ccc(F)cc3)nn2)S(=O)(=O)C1 (configuration not stated)	-1	.	.	5	0.0	-2	-12	-0.1
O=C(O)c1ccccc1NC(=O)c1cc(-c2ccccc2)nc2ccccc12	9	27	-9	-4	0.5	-1	-11	0.2
O=C(Nc1ncn[nH]1)c1ccc(Cl)c(Cl)c1	-4	11	-2	2	0.0	8	4	0.0
Cc1cccc(N2C(=O)N3[C@H](c4ccc(F)cc4)[C@@H]4C(=O)N(C5CCCCC5)C(=O)[C@@H]4[C@]3(Cc3ccc(Cl)cc3)C2=O)c1	8	-6	-6	-7	0.0	-3	-4	-0.1
COc1cccc(NC(=O)N(C)C[C@H]2OCc3cnnn3CCCC(=O)N([C@@H](C)CO)C[C@H]2C)c1	-5	.	0	.	-0.1	2	.	-0.4
O=c1[nH]c(NCCCO)nc2c1C1(CCCC1)Cc1ccccc1-2	7	3	-4	-2	.	.	7	.
COc1ccc(CCC2(C)NC(=O)N(C(C)C(=O)Nc3ccccc3F)C2=O)cc1 (configuration not stated)	3	-7	-4	-5	0.3	-1	-10	0.3
CN(C)C(=O)COC(=O)c1cccc(S(=O)(=O)Nc2ccc(OCc3ccccc3)cc2)c1	.	5	-13	0	0.1	.	-6	0.1
C[C@H]1CCCCO[C@@H](CN(C)Cc2ccc3c(c2)OCO3)[C@@H](C)CN([C@@H](C)CO)C(=O)c2cc(NC(=O)CCC(F)(F)F)ccc2O1	-3	-4	-3	-15	-0.2	.	11	0.2
O=c1[nH]oc2cc(Cl)ccc12	-2	.	.	-2	0.0	6	-4	0.2
COc1cccc(-c2csc(NC(=O)Nc3ccccc3)n2)c1	-43	-3	21	-1	0.4	-2	-10	0.0
O=C(COc1ccccc1)NCC(=O)Nc1ccncc1	0	-15	-3	31	0.1	-19	-5	0.1

Sorted by molecular weight (high to low): 5 of the compounds above.
SMILES	EWS-Fli block	RAD54 branch	esBAF inh	S100A4 MyoIIA	E-sel inducer	FN deposit inh	RAD52 anneal inh	Xi reactivation
C[C@H]1CCCCO[C@@H](CN(C)Cc2ccc3c(c2)OCO3)[C@@H](C)CN([C@@H](C)CO)C(=O)c2cc(NC(=O)CCC(F)(F)F)ccc2O1	-3	-4	-3	-15	-0.2	.	11	0.2
C[C@H](CO)N1C[C@H](C)[C@H](CN(C)CC2CCCCC2)OCCCC[C@H](C)Oc2ccc(NS(=O)(=O)c3ccccc3)cc2C1=O	7	10	-3	-10	-0.1	.	19	0.3
COc1ccc(CCC2(C)NC(=O)N(C(C)C(=O)Nc3ccccc3F)C2=O)cc1 (configuration not stated)	3	-7	-4	-5	0.3	-1	-10	0.3
O=C(O)c1ccccc1NC(=O)c1cc(-c2ccccc2)nc2ccccc12	9	27	-9	-4	0.5	-1	-11	0.2
O=c1[nH]c(NCCCO)nc2c1C1(CCCC1)Cc1ccccc1-2	7	3	-4	-2	.	.	7	.

Continued.
SMILES	EWS-Fli block	RAD54 branch	esBAF inh	S100A4 MyoIIA	E-sel inducer	FN deposit inh	RAD52 anneal inh	Xi reactivation
Cc1ccc(C(=O)OCC(=O)Nc2cccc(S(=O)(=O)N3CCOCC3)c2)o1	-8	-3	-4	0	.	7	-7	0.0
COc1cccc(-c2ccc3c(c2)[C@H]2[C@H](CCN2C(=O)C2CCOCC2)[C@@H](CO)N3)c1	4	7	3	-5	-0.3	8	-10	0.3
COc1ccc(S(=O)(=O)N2CCN(CC(=O)NCC3(N4CCOCC4)CCCCC3)CC2)cc1	0	6	0	10	2.9	2	-24	0.5
Cc1ccc(C(=O)NCC(=O)N(C)CC(=O)Nc2c(Cl)cccc2Cl)s1	6	12	1	1	-0.1	3	1	0.1
C[C@H](CO)N1C[C@H](C)[C@@H](CN(C)C(=O)CN2CCOCC2)Oc2ncc(C3=CCCCC3)cc2C1=O	-1	-2	2	10	0.1	.	-7	0.4
COc1ccccc1-c1cc(C(=O)N/N=C/c2ccoc2)c2ccccc2n1	.	4	4	-3	0.5	0	-8	0.2
CS(=O)(=O)Nc1ccc2c(c1)[C@@H]1C[C@@H](CC(=O)NCc3cccc(F)c3)O[C@H](CO)[C@@H]1O2	5	11	5	-9	1.0	.	-17	0.0
Cc1ccccc1OCC(O)CN1CCCCC1 (configuration not stated)	-6	.	.	4	.	-4	8	0.0
CCn1c(SCC(=O)NNC(=O)c2ccc(C)cc2)nnc1C1CC1	-7	0	3	-3	0.1	2	-6	0.1
CCN(CC)CC(O)c1cccn1-c1ccc(CNC(=O)NC(C)C)cc1 (configuration not stated)	19	.	.	-3	.	-7	-11	0.0
Cc1ccc(CNC(=O)c2ccc(N3CCC4(CC3)CC(c3cccc(Br)c3)=NO4)c(N)c2)cc1	13	1	18	0	0.1	-10	-5	-0.2
O=C(NCc1cc(F)cc(C(F)(F)F)c1)C1CCC(=O)N(C2CCCC2)C1 (configuration not stated)	-5	-3	7	6	.	17	-8	0.0
C[C@H](CO)N1C[C@H](C)[C@H](CN(C)C(=O)Nc2ccc(C(F)(F)F)cc2)Oc2ccc(NC(=O)Nc3ccc(F)cc3)cc2CC1=O	2	2	-3	.	-15	.	.	0.2
Cc1ccc(S(=O)(=O)N(C)C[C@H]2OCCCC[C@@H](C)Oc3ccc(NC(=O)NC(C)C)cc3C(=O)N([C@H](C)CO)C[C@H]2C)cc1	-1	-3	-4	-2	0.6	10	26	0.2
C[C@H](CO)N1C[C@H](C)[C@@H](CN(C)C(=O)CC2CC2)Oc2cc(C3=CCCC3)ccc2S1(=O)=O	-1	-3	2	6	0.0	.	7	-0.7
CCCN1CCN(CCCNC(=S)Nc2ccc(F)cc2)CC1	5	.	.	0	.	4	-3	0.1
Cc1cc(C)cc(NC(=S)N(Cc2ccc(Br)cc2)Cc2ccc(C(=O)O)cc2)c1	3	1	-1	-3	.	-5	-20	0.0
CC1(C)C(=O)Nc2ccccc2N1C(=O)COc1ccccc1C#N	3	-4	5	-2	-0.6	-7	-16	0.0
CC(C)CC(=O)C1=C(O)C(=O)N(Cc2ccccc2)C1c1ccccc1 (configuration not stated)	1	-4	-8	-2	.	1	-15	0.2
COc1ccc(S(=O)(=O)Nc2ccc3c(c2)C(=O)N([C@H](C)CO)C[C@@H](C)[C@@H](CN(C)Cc2ccc4c(c2)OCO4)OCCCC[C@H](C)O3)cc1	11	-1	-23	-5	-0.1	11	-8	0.9
CO[C@@H]1CN(C)C(=O)c2ccc(N)cc2OC[C@@H](C)NC[C@H]1C	-4	1	-5	5	0.0	-12	-14	0.4
CC(=O)Nc1ccc(C(=O)NNC(=O)c2ccc(Cl)cc2)cc1	1	-6	-7	5	.	-15	-14	0.0
Cc1ccccc1CC1S/C(=N/N=C/c2ccco2)NC1=O (configuration not stated)	15	.	.	2	0.2	10	-8	0.1
Cn1cnc(S(=O)(=O)N[C@@H]2CC[C@H](CC(=O)NCC3CCCCC3)O[C@@H]2CO)c1	.	3	-5	-2	0.0	-2	0	0.4
O=C(CCC1CCCCC1)NCCS(=O)(=O)N1CCN(c2ccccc2F)CC1	-11	.	.	-3	18	8	-9	0.1
Cc1ccc(Nc2c(-c3ccccc3)nc3cnccn23)cc1	-10	.	17	1	-0.3	2	-6	0.5
O=C(COC(=O)CN1CCSC1=O)Nc1ccc(F)cc1Cl	-4	3	-1	-2	-0.6	-6	3	0.1
CS(=O)(=O)N1CC2(C1)[C@H](c1ccccc1)[C@@H](CO)N2Cc1ccccc1	-1	.	.	-1	1.6	4	-26	0.1
Cc1cccc(-c2cnn(-c3cccc([N+](=O)[O-])c3)c2N)c1	-64	.	.	4	.	-17	-10	0.1
CCCCN(C=O)c1c(CC)nc2ccc(C(=O)N3CCN(c4ccccc4)CC3)cn12	1	10	4	-2	1.1	-16	-12	0.1
COCC(=O)N1CCCCN2[C@H](CO)[C@@H](c3ccc(C#Cc4ccc(OC)cc4)cc3)[C@H]2C1	.	-2	.	21	0.1	.	9	0.3
O=C(NC1CCC1)[C@@H]1[C@@H](CO)[C@@H]2Cn3c(ccc(-c4ccccc4)c3=O)[C@@H]2N1CCc1ccccc1	0	0	1	-1	-0.4	.	2	0.2
COc1ccc(NC(=O)CCCSc2ccccc2)cc1	-40	.	.	3	.	5	-10	0.0
Cc1ccccc1OCC(=O)Nc1ccc(Cc2ccncc2)cc1	4	.	7	0	0.9	4	-18	-0.1
Cc1cccc(-c2ccc([C@@H]3[C@@H](CO)N4CCCCN(Cc5cncnc5)C[C@H]34)cc2)c1	-25	7	-2	5	0.2	.	6	0.2
C[C@H](CO)N1C[C@H](C)[C@@H](CN(C)Cc2ccccc2)Oc2ncc(C#CCc3ccccc3)cc2C1=O	1	.	.	3	-0.1	.	42	-1.2
CC1=NOC(=O)/C1=C/c1ccc2c(c1)OCO2	10	.	.	-4	1.2	-5	-22	0.1
CCCN(C)C[C@H]1OCCCC[C@@H](C)Oc2ccc(NC(=O)CCC(F)(F)F)cc2C(=O)N([C@@H](C)CO)C[C@H]1C	2	0	1	4	-0.2	.	23	0.1
Cc1cc(NC(=O)COc2coc(CN3CCN(c4ccccc4F)CC3)cc2=O)no1	-1	-6	.	-5	-0.7	1	-8	-0.1
COc1ccc(CCNC(=O)COc2ncnc3cc([N+](=O)[O-])ccc23)cc1	2	.	.	0	.	6	-10	0.1
O=C(C[C@H]1C=C[C@H](NC(=O)C2CCOCC2)[C@H](CO)O1)Nc1ccccc1	-1	.	.	11	0.0	.	-4	0.0
COc1ccc(CNC(=O)CCc2c[nH]c3ccccc23)cc1	4	-10	-9	5	0.1	0	-9	0.4
Cc1cc2c(cc1C)C(c1cccc([N+](=O)[O-])c1)CC(=O)N2 (configuration not stated)	-5	.	.	4	-0.5	3	-14	0.3
Cc1nc2scc(C)n2c(=O)c1S(=O)(=O)Nc1ccc(N2CCOCC2)c(Cl)c1	.	1	-18	-2	0.9	-6	-5	0.0
Cc1cccc(C(=O)N2CCCC(N3CCN(c4cccc(Cl)c4)CC3)C2)n1 (configuration not stated)	-38	-6	9	-4	-1.7	-1	-21	0.2

Entries listed so far that have an aryl thioether with sulfur outside any ring:
SMILES	EWS-Fli block	RAD54 branch	esBAF inh	S100A4 MyoIIA	E-sel inducer	FN deposit inh	RAD52 anneal inh	Xi reactivation
CCn1c(SCC(=O)NNC(=O)c2ccc(C)cc2)nnc1C1CC1	-7	0	3	-3	0.1	2	-6	0.1
COc1ccc(NC(=O)CCCSc2ccccc2)cc1	-40	.	.	3	.	5	-10	0.0

Random draw from the library; about 3% have a hit in one of these screens.
